miR122 inh: blocks miR-122 activity in Huh7 sensor cells; Huh7 miR-122 Renilla luciferase sensor, 48 h; neutral wells = 0, positive control = 100; activation (reporter increase), % at 12.5 µM; hit rate 0.3% among 340,000; AID 602342;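 active = mean replicate activation score at least 90 and every replicate individually at or above 90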;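 also: higher luciferase means less miR-122 activity so hits act as miR-122 inhibitors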
Cneo AK release: causes C. neoformans cell lysis. lysis activity, % at 15 µM. adenylate kinase release luminescence, 4 h; normalised: neutral wells 0, clomiphene wells 100. hit rate 0.2% among 360,000;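 active = mean lysis activity across replicates of at least 80%, whatever share of replicates individually reach that level; inactive = mean lysis activity below 80%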
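Assay system: C. neoformans cells. Amount: yeast cell density of 5 × 10^6 cells/mL. Technique: AK luminescence. Buffer or medium: YPD. Times: static 4 h at 37 °C with compound, 1 h detection. Dosing: single-point compound dose. Read-out: lysis from increased AK signal.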
Casp6 inh: caspase-6 (human) enzyme inhibition; hit rate 0.53% among 350,000; inhibition, % at 12.5 µM; AID 686996; purified caspase-6, Z-VEID-R110 cleavage fluorescence; P55212;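 active = mean inhibition across replicates at least about 35%, with every replicate also reaching that limit, limit read from the data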;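 also: 0% = median of neutral control wells and 100% = no fluorescence left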
Target sequence (P55212 24-179 limits assumed): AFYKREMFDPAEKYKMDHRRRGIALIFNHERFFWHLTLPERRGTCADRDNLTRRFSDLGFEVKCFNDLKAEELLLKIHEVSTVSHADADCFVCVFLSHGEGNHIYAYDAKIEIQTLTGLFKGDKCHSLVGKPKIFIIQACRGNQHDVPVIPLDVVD
Target sequence (P55212 194-293 limits assumed): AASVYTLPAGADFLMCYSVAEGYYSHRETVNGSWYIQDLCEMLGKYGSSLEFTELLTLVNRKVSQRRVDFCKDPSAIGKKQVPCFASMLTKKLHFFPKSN
EWS-Fli inh: blocks EWS/Fli oncoprotein-driven transcription; AID 651661; hit rate 0.67% among 350,000; inhibition, % at 12.6 µM; A673 NR0B1-luciferase reporter, viability-normalised;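 active = mean inhibition of at least 50% after viability correction, with every replicate also passing that limit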;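 also: firefly luciferase signal divided by Alamar Blue viability fluorescence both relative to DMSO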
PGC1a acetyl inh: lowers PGC1a acetylation signal in U2OS cells | AlphaScreen anti-acetyl-lysine; with virally co-expressed GCN5 acetyltransferase | inhibition, % at 15.6 µM | hit rate 0.17% among 350,000;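 active = every replicate shows inhibition of at least 40%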;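 also: 0% = neutral control wells and 100% = positive control wells; some results beyond the cut were filed as inactive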
LGR2 antag: Drosophila LGR2 receptor signaling inhibition | hit rate 0.35% among 380,000 | inhibition, % at 9.99 µM | AID 720647 | HEK293 LGR2, CRE-luciferase, bursicon-stimulated, 4 h;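 active = drop in luminescence signal, shown as inhibition above about 50% in the replicate tests, limit read from the data, passing the limit was not always enough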;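 also: agonist challenge used bursicon conditioned medium at about half maximal strength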
PAX8 reporter: inhibitors of PAX8 transcriptional activity in RMG-I cells | AID 652154 | RMG-I TPO-luciferase reporter, SteadyGlo, 24 h | inhibition, % at 12.6 µM | hit rate 1.2% among 360,000;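 active = mean replicate inhibition at least 60% with every replicate also reaching 60%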;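 also: luciferase light reporting Pax8 driven TPO promoter activity; plate controls were median of neutral control wells for no effect and mitoxantrone controls for full effect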
FN deposit inh: fibronectin deposition inhibition; AH1F fibroblasts, Alexa488-fibronectin deposition fluorescence, overnight; inhibition, % at 12.6 µM; hit rate 0.086% among 350,000; AID 743247;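 active = mean inhibition across replicates of 30% or more, regardless of how many single replicates reach that level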;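 also: positive control wells lacked labelled fibronectin entirely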
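Measured by – fluorescence 485/525 nm · System – AH1F fibroblast monolayer, labelled fibronectin deposition · Amount – 10000 cells per well · Buffer or medium – serum-reduced DMEM (2% serum) · Doses – single dose, pinned · Also added – fluorescent fibronectin at 24 nM final · Schedule – 1 h cell attachment, overnight exposure to compound and label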
Active calls of the source: *; . = no result given; & = joins results of further samples; [ ] = remark or other dose.

SMILES	miR122 inh	Cneo AK release	Casp6 inh	EWS-Fli inh	PGC1a acetyl inh	LGR2 antag	PAX8 reporter	FN deposit inh
CC(C)C1C(=O)N(Cc2cn(CC3CCCCC3)nn2)CCS(=O)(=O)N1Cc1ccc(-c2ccc(Cl)cc2)cc1 (configuration not stated)	-6.8	.	-3.1	0.8	-5.5	27.9	43.0	5.8
CC(=O)c1ccc(N(C(=O)CNC(=O)c2ccco2)C(C(=O)NC2CCCC2)c2cccnc2)cc1 (configuration not stated)	-0.8	0.2	-1.2	3.4	3.3	-6.7	-9.8	4.1
Cn1cnnc1Sc1ccc(S(C)(=O)=O)cc1[N+](=O)[O-]	.	.	-0.5	11.2	-4.3	6.3	16.5	-2.6
CCCc1nc(NCCO)c(C#N)c2c1CCCC2	6.4	5.1	-1.5	1.5	32.3	.	3.1	2.8
Cc1cc(-c2nnc3n2N=C(c2ccccc2)CS3)n[nH]1	3.8	5.4	-1.6	2.8	-9.7	.	-5.7	-7.3
Cc1noc(C)c1S(=O)(=O)N(C)C[C@@H]1Oc2ccc(NC(=O)CCCN(C)C)cc2CC(=O)N([C@@H](C)CO)C[C@H]1C	8.5[16.7 µM]	-1.9	-12.2	-8.5	10.8	-1.2	-28.5	.
Cc1ccc(C)c(NS(=O)(=O)c2cc(C(=O)Nc3cccc(N(C)S(C)(=O)=O)c3)ccc2C)c1	82.6	-0.9	.	.	-11.3	-6.6	.	-2.4
Cc1onc(NC(=O)NC(=O)c2c(F)cccc2Cl)c1Br	.	2.2	75.7*	3.5	.	-4.1	-4.7	.
Cc1ccc(S(=O)(=O)N(C)C[C@@H]2Oc3ncc(C#Cc4ccc(F)cc4)cc3C(=O)N([C@H](C)CO)C[C@@H]2C)cc1	-12.0[16.7 µM]	-3.1	-0.8	24.7	-24.4	6.5	48.0	-1.1
O=C(CSc1nnnn1C1CCCCC1)N1CCOCC1	.	.	2.1	3.8	.	10.0	-8.5	-2.5
CC(=O)Nc1cccc(OCC(=O)NC(C)c2ccc3ccccc3c2)c1 (configuration not stated)	1.7	-1.4	-1.4	0.3	.	1.4	-2.4	6.0
CC(C)Oc1ccc(C(=O)/C(=C\c2cccs2)c2nc3ccccc3o2)cc1	.	.	-1.4	6.0	.	29.0	-4.8	1.2
CCCn1nnnc1SCC(=O)N1C(C)CCCC1C (configuration not stated)	.	0.3	-3.4	-2.1	.	7.4	-1.8	1.6
COc1ccc(OC)c(C(O)c2ncc(-c3ccccc3Cl)[nH]2)c1 (configuration not stated)	2.1	-0.1	2.0	2.9	-21.5	-11.5	-5.0	-1.3
CCc1nnc(NC(=O)CSc2nnc(CNC(=O)c3ccc(OC)c(OC)c3)o2)s1	.	.	3.1	-9.3	8.0	-36.2	-13.1	-8.2
Cc1ccc2nc(-c3ccc(NC(=O)CN4C(=O)NC(C)(c5ccc(OC(F)F)cc5)C4=O)cc3)sc2c1 (configuration not stated)	.	.	-2.0	-34.2	.	-50.5	-152.3	-2.8
COC(=O)C(Cc1ccccc1)OS(N)(=O)=O (configuration not stated)	-2.9	-0.6	-2.6	1.4	1.5	0.8	-14.7	-5.6
CC(C)C#Cc1ccc([C@@H]2[C@@H](CO)N3C(=O)CN(S(=O)(=O)c4ccccc4)C[C@H]23)cc1	.	.	3.7	5.7	-14.4	13.0	-1.0	10.8
Cc1ccc(OCC(=O)NNC(=O)C2CCN(c3ncnc4sc(C)c(C)c34)CC2)cc1	.	.	-1.8	19.2	.	-2.3	19.2	-6.9
Cc1cc(N)n(-c2nc3ccccc3s2)n1	.	.	-0.6	-87.6	.	-91.0	-16.6	-0.1
Cc1nn(C(C)(C)C)c(OC(=O)c2ccco2)c1Sc1ccccc1	-12.4	3.9	.	.	.	.	10.7	4.9
Cc1cc(O)cc(=O)n1-c1cc(C(F)(F)F)cc(C(F)(F)F)c1	.	.	-0.6	-6.6	.	18.9	10.5	4.8
COc1ccc(C(O)(CCN2CCCCC2)C2CCCCC2)cc1 (configuration not stated)	.	-0.7	-20.7	10.8	0.3	-12.9	11.4	15.4
O=C(O)c1cc2n(n1)C(C(F)(F)F)CC(c1ccco1)N2 (configuration not stated)	-2.0	-0.4	.	.	0.4	.	11.0	2.3
O=C(Cc1ccccn1)N1CC(=O)N2[C@@H](CO)[C@H](c3ccc(-c4ccc(F)cc4)cc3)[C@@H]2C1	.	.	-0.9	-5.2	-2.1	-6.1	-2.6	.
O=C(C[C@H]1C[C@H]2c3cc(NC(=O)C4CCOCC4)ccc3O[C@H]2[C@@H](CO)O1)NCc1cccc(F)c1	5.3[16.7 µM]	0.9	-0.6	0.6	-3.4	-0.8	9.5	8.0
COc1ccc(S(=O)(=O)N(C)C[C@@H]2Oc3c(NC(=O)Nc4ccccc4)cccc3C(=O)N([C@H](C)CO)C[C@@H]2C)cc1	-4.2[16.7 µM]	.	.	-7.4	-1.9	23.1	1.2	.
C/C(CC(=O)NCc1ccco1)=N\NC(=O)Cc1ccc(-c2ccccc2)cc1	.	.	-1.7	5.2	.	-5.6	-16.0	-4.1
O=C(Nc1ccn(CCCNCc2ccc3c(c2)OCO3)c(=O)n1)OCc1ccccc1	5.6	1.5	-1.4	-6.0	-10.4	-1.7	6.5	-2.7
CCCN(C)C[C@H]1Oc2ncc(-c3ccccc3OC)cc2C(=O)N([C@@H](C)CO)C[C@H]1C	-0.2[16.7 µM]	-2.7	0.7	-1.0	11.3	0.2	.	6.0
COc1ccc(CNC(=O)c2ccc(NS(=O)(=O)c3c(C)noc3C)cc2)cc1	3.8	-5.0	.	.	-10.8	.	-0.8	1.2
C[C@H](CO)N1C[C@H](C)[C@@H](CN(C)S(=O)(=O)c2cccs2)Oc2ccc(NC(=O)C3CC3)cc2C1=O	.	-2.5	-1.3&1.7	-7.1&-3.0	3.9	11.6&-1.1	-14.5&-13.6	18.6
COc1ccc(S(=O)(=O)Nc2ccc3c(c2)C(=O)N([C@H](C)CO)C[C@@H](C)[C@@H](CN(C)Cc2ccc(-c4ccccc4)cc2)O3)cc1	-17.0[16.7 µM]	-2.5	-0.5	-2.0	3.1	-4.6	.	.
Cn1ncc(Cl)c1C(=O)NCc1cc(C(C)(C)C)n[nH]1	1.2	.	16.7	-2.1	.	0.7	-12.0	2.0
C[C@@H]1CN([C@H](C)CO)C(=O)c2cc(C#CC3(O)CCCC3)cnc2O[C@@H]1CN(C)C(=O)C1CCC1	4.3[16.7 µM]	51.8	-4.8	-7.2	2.1	23.8	-33.8	.
CCN(CC)c1ccc(N2C(=NC(=O)C3CC3)SC3CS(=O)(=O)CC32)cc1 (configuration not stated)	4.7	-0.5	-1.4	.	-6.3	-4.6	-3.0	-1.3
CC(C)NC(=O)N(C)C[C@@H]1OCCCC[C@@H](C)Oc2ccc(NC(=O)Nc3cccc4ccccc34)cc2C(=O)N([C@@H](C)CO)C[C@@H]1C	-0.8[16.7 µM]	4.1	-2.8	10.6	1.2	6.3	-31.2	-2.1
COc1cccc(NC(=O)CN(C)CC(=O)NCC(=O)Nc2ccc(F)cc2)c1	2.6	-0.2	-1.7	-3.7	-0.2	19.3	7.6	-1.8
O=C(C[C@@H]1C[C@H]2c3cc(NC(=O)Nc4ccc(C(F)(F)F)cc4)ccc3O[C@H]2[C@@H](CO)O1)NCc1ccc2c(c1)OCO2	2.6[16.7 µM]	-4.8	-2.4	11.9	3.3	9.7	-5.9	-14.8
Cc1cc(C)n(CC(O)COc2c(C)cccc2C)n1 (configuration not stated)	.	.	-0.6	-6.9	.	6.8	21.8	0.2
Cc1ccccc1OCCc1c(C)[nH]c(=S)[nH]c1=O	.	.	-3.7	54.9*	.	-161.8	39.4	8.5
CCOc1ncccc1C(=O)OCc1ccc([N+](=O)[O-])cc1	2.3	-0.7	2.0	2.7	3.9	-28.5	4.2	2.3
COCCNC(=O)C1(C)CCCN(C(=O)c2ccccc2OC(F)(F)F)C1 (configuration not stated)	0.9	-0.3	-2.3	-4.1	-1.0	6.5	2.2	-4.8
CCN1[C@@H]2c3ccc(-c4cccc(OC)c4)c(=O)n3C[C@@H]2[C@@H](CO)[C@@H]1C(=O)N(C)C	2.0[16.7 µM]	-0.4	-4.0	-3.9	.	-7.1	-2.2	.
O=C(N[C@H]1C/C=C\C(c2cccc(F)c2)N(Cc2ccccc2)C(=O)C1)OCC1c2ccccc2-c2ccccc21 (some centres not stated)	14.7	0.7	-1.3	-19.1	26.2	4.7	-27.3	.
COc1ccc(CNC(=O)C(c2ccco2)N(Cc2ccccc2)C(=O)Cc2cccs2)cc1 (configuration not stated)	79.1	1.9	.	.	-3.2	.	22.2	-7.1
COc1ccc(N(C)S(=O)(=O)c2cccc(C(=O)Nc3nnc(C4CC4)s3)c2)cc1	-3.9	0.0	2.3	5.8	1.1	10.4	8.1	-16.9
CCCCn1c(N)c(N(CC(C)C)C(=O)CN(C)S(=O)(=O)c2ccc(F)cc2)c(=O)[nH]c1=O	-2.2	-0.5	-0.2	5.8	.	1.0	10.9	8.0
O=C(Nc1cccc(F)c1)N1CC(=O)N2[C@H](C1)[C@@H](c1ccc(C#CCC3CCCC3)cc1)[C@@H]2CO	.	.	1.1	7.5	-14.6	-4.6	-10.2	.
CC(C)NC(=O)N(C)C[C@@H]1Oc2ncc(C#CC3CC3)cc2C(=O)N([C@H](C)CO)C[C@@H]1C	6.1[16.7 µM]	0.7	0.1	-7.1	1.2	-0.4	-14.1	9.2
CC1(C(=O)O)CCCN(C(=O)c2cccnc2Oc2ccccc2)C1 (configuration not stated)	0.7	-0.3	7.2	10.2	-1.4	13.0	4.8	-3.7
COc1ccc2c3c([nH]c2c1)[C@@H](CO)N(S(=O)(=O)c1ccc(C)cc1)CC31CCN(Cc2nccs2)CC1	.	.	2.6	7.7	-5.2	2.3	7.7	-3.6
O=C(N/N=C/C=C/c1ccccc1)c1cccnc1	0.9	-1.3	-0.9	5.2	17.2	-13.0	-2.1	1.2
Cc1nc(NC(=O)c2ccccc2)sc1Cc1ccc2c(c1)OCO2	-4.3	9.0	-0.5	-5.0	-8.9	-33.4	-26.5	1.6
O=C(Nc1ccccc1N1CCCC1)C1CCN(S(=O)(=O)c2ccccc2C(F)(F)F)CC1	.	-2.5	-3.6	3.8	.	12.8	5.1	0.9

Screens: PubChem, Broad Institute
